Tau fibril FP = inhibitors of human tau fibril formation | AID 1468 | hit rate 0.39% among 280,000 | Potency, µM (titrated, usually from 57.7 µM), without a hit: at the top dose activity, negative = inhibition, usual class: inhibitors | K18 P301L tau heparin fibrillization, Alexa594 FP, 6 h | P10636; note: nearly all actives have a fitted effect of over 55% in size
Target sequence (P10636 561-689 P618L limits assumed): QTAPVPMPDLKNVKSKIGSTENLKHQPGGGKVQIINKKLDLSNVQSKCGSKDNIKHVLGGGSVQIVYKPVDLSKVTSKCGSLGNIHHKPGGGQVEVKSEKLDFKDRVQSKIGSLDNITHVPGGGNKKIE
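FP of Alexa 594-tau after heparin (20 uM) induction. Substrate: human K18 P301L, 15 uM unlabeled, 0.24 uM labeled. Buffer 100 mM sodium acetate pH 7. 6 hr, 37 C.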
GoLoco inh red = RGS12 GoLoco-Gai1 interaction inhibition; P63096; Gai1:RGS12 GoLoco peptide FP, rhodamine, 10 min; Potency, µM (top dose mostly 61.6 µM), without a hit: at the top dose activity, negative = inhibition, most hits filed as inhibitors; hit rate 0.44% among 230,000; AID 880; active = well fitted inhibition curve with a large enough effect, not every such curve was filed as active; inactive = no such curve, though single readings can be large or run the other way; note: nearly all actives have a fitted effect of over 30% in size; many of its hits are not listed in these tables
TR SRC2 fluor cs = Texas Red fluorescence interference in TRb-SRC2 counter-screen. Potency, µM (titrated, usually from 106 µM), without a hit: top-dose fluorescence change, negative = quenching. AID 1479. hit rate 0.29% among 280,000. TRb/SRC2 Texas Red total fluorescence interference; active = well fitted curve in either direction with a large enough effect; inconclusive = small, poorly fitted or top-dose-only effect
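Human TRb ligand-binding domain at 0.6 uM with 20 nM Texas Red SRC2 peptide in Tris buffer containing 1 uM T3 and 5% DMSO, incubated with compound 5 h at ambient temperature. Total fluorescence (555/632 nm) calculated as parallel + 2 × perpendicular.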
JMJD2E inh = blocks human JMJD2E demethylase activity; hit rate 1.6% among 230,000; Potency, µM (series often up to 57.1 µM), inactives show at the highest dose activity change, negative = inhibition, most hits filed as inhibitors; AID 2147; JMJD2E catalytic domain, FDH-coupled NADH fluorescence (FDH is formaldehyde dehydrogenase); B2RXH2; active = well fitted inhibition curve with a large enough effect, not every such curve was filed as active; inconclusive = small, poorly fitted or top-dose-only effect, or another doubt; inactive = no such curve, though single readings can be large or run the other way;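 note: 0% = wells with enzyme and -100% = buffer wells without enzyme; nearly all actives have a fitted effect of over 50% in size; many of its hits are not listed in these tables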
Tau fibril ThT = tau fibrillization inhibition (ThT binding) | P10636 | recombinant tau K18 P301L (four-repeat tau fragment), heparin-induced fibrillization, ThT fluorescence | Potency, µM (doses to about 57.4 µM), for inactives: top-dose activity, negative = inhibition, actives largely listed as inhibitors | hit rate 2.1% among 270,000 | AID 1460; note: nearly all actives have a fitted effect of over 55% in size
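Heparin-induced (20 uM) aggregation of recombinant human K18 P301L tau, 15 uM unlabeled with 0.24 uM labeled, pH 7 acetate buffer, 6 hr at 37 C with compound. Fibrils quantified by 30 uM ThT fluorescence after 1 hr ambient incubation.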
RECQ1 helicase = blocks DNA unwinding by human RECQ1 | P46063 | RECQ1 DNA unwinding, red fluorescence kinetic read | Potency, µM (series often up to 57.3 µM), inactives show at the top dose activity, negative = inhibition, actives largely listed as inhibitors | hit rate 0.54% among 240,000;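 note: plate controls were vehicle for no effect and no enzyme for full effect; nearly all actives have a fitted effect of over 30% in size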
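RECQ1T1 50 nM; forked duplex (20 bp + 30-nt ss tails) 200 nM, ATP 2 mM final; pH 8.0, 2 mM MgCl2, 2.5 ug/ml poly(dI-dC); 15 min compound preincubation; discontinuous kinetic read over 2 h at RT.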
TRb SRC2 PPI = inhibitors of human thyroid hormone receptor beta-SRC2 interaction; P10828; TRbeta-SRC2 peptide binding, fluorescence polarization; receptor liganded with 1 µM T3; Potency, µM (doses to about 106 µM), for the others: at the top dose activity change, negative = inhibition, actives largely listed as inhibitors; hit rate 0.065% among 280,000;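 note: plate controls were bound peptide for no effect and peptide without receptor for full effect; nearly all actives have a fitted effect of over 50% in size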
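Read-out is fluorescence polarization (555 nm excitation, 632 nm emission) of a Texas Red SRC2 coactivator peptide; loss of signal reflects blocked binding to human TRb ligand-binding domain in the presence of 1 uM T3.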
L3MBTL1 block = blocks human L3MBTL1 | Q9Y468 | hit rate 0.66% among 230,000 | AID 485360 | AlphaScreen L3MBTL1–H3K9me1 peptide binding | Potency, µM (highest dose often 57.1 µM), for the others: top-dose activity, negative = inhibition, hits mostly inhibitors; note: nearly all actives have a fitted effect of over 60% in size
Target sequence (Q9Y468 whole entry, looked up): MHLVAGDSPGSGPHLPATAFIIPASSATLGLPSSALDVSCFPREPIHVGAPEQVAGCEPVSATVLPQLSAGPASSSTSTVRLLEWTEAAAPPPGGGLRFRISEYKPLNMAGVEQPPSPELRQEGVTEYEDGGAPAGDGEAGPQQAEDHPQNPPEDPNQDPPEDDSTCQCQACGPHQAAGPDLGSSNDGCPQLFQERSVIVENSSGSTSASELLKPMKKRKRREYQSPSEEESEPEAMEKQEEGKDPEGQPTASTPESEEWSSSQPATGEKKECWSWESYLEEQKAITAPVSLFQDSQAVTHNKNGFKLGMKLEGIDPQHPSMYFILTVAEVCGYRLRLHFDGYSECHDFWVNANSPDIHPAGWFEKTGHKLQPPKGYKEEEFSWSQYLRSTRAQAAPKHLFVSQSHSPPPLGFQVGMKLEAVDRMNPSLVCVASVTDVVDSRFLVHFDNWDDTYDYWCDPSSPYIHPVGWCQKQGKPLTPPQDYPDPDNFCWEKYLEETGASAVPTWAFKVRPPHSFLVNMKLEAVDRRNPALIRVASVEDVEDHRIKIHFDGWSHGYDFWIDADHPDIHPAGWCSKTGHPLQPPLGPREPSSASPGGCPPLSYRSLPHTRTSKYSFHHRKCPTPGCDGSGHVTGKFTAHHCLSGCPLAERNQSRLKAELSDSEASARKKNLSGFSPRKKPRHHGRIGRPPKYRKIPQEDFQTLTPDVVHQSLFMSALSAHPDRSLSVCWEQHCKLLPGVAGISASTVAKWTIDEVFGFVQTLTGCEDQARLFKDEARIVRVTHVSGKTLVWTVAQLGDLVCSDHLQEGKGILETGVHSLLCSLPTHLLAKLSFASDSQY
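L3MBTL1 50 nM + b-AHA-H3(1-15)K9me1 75 nM, 30 min RT; compound added, 30 min RT; streptavidin donor/Ni-chelate acceptor beads 10 ug/mL each final, 30 min RT dark; AlphaScreen read.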
Numbers without * were called inactive; i = inactive; ? = inconclusive; nt = no result given; & = joins results of further samples; [ ] = remark or other dose. Unless noted, calls come from the whole dose curve; as a rule, active = well fitted curve in the direction sought with a large enough effect; inconclusive = small, poorly fitted or top-dose-only effect, or another doubt; inactive = no such curve, though single readings can be large; an effect the other way counts as inactive or inconclusive. Unless noted, % is set by controls: 0 for no effect and ±100 for the full control effect; potency is the fitted concentration of half-maximal effect.

SMILES	Tau fibril FP	GoLoco inh red	TR SRC2 fluor cs	JMJD2E inh	Tau fibril ThT	RECQ1 helicase	TRb SRC2 PPI	L3MBTL1 block
Cc1cc(=O)c2cc(C(=O)Nc3cccc(C)c3C)ccc2[nH]1	?	nt	-2%	nt	-11%	nt	4%	nt
N#Cc1ccccc1N=C1CCCN1Cc1ccccc1	2%	-3%	0%	2%	-7%	-9%	-12%	8%
COc1cc(/C=N/NC(=O)c2ccc(CN3C(=O)c4cccc5cccc3c45)cc2)cc(OC)c1O	?	-10%	-7%	22µM*	?	i	6%	nt
CN(C)S(=O)(=O)c1cccc(-c2nnc3n2CCCCC3)c1	2%	-2%	-1%	9%	3%	13%	8%	nt
CCCC12C(=O)C(C)(C(c3ccccc3)=C1c1ccccc1)C1C(=O)N(c3ccc(C)cc3)C(=O)C12 (centres undefined)	1%	1%	?	0%	5%	7%	22%	0%
CCc1ccc(C(=O)c2cn(Cc3ccc(F)cc3)c3cc(OC)c(OC)cc3c2=O)cc1	-7%	nt	3%	nt	-16%	nt	4%	nt
COc1ccc(NC(=O)C(Cc2ccccc2)NC(=O)c2ccco2)cc1OC (centres undefined)	8%	6%	2%	-4%	3%	i	-16%	nt
CCOc1ccc(NC(=O)Cc2ccccc2)c([N+](=O)[O-])c1	15%	6%	-3%	2%	-17%	-6%	-17%	5µM*
Cc1ccc(NC(=O)c2ccc3c(O)c(S(=O)(=O)c4ccccc4)c(=O)[nH]c3c2)cc1Cl	0%	nt	-1%	nt	13%	nt	-3%	nt
Cc1ccc(S(=O)(=O)N2CCCCC2)cc1NC(=O)CSc1nncn1-c1ccccc1	-5%	15%	-1%	0%	-3%	-9%	0%	-1%
Cn1c(N)c(C(=O)COC(=O)c2cc(-c3ccco3)nc3ccccc23)c(=O)n(Cc2ccccc2)c1=O	?	24%&33%	-3%&0%	?	13µM*	?	6%&-1%	32µM*
CC(C)O/N=C1\C(=O)N(c2ccccc2)c2ccccc21	-10%	9%	-4%	-7%	?	-7%	2%	-20%
Cn1c(=O)n(CC(=O)Nc2ccccc2)c2ccccc21	0%	-3%	-6%	0%	4%	i	0%	-1%
Cc1ccc(C)c(NC(=O)Cn2c(=O)n(Cc3ccco3)c(=O)c3oc4ccccc4c32)c1	7%	nt	-1%	nt	-10%	nt	11%	nt
CCOc1ccc(CNS(=O)(=O)c2c(C(=O)N3CCC(C)CC3)c(C)n(C)c2C)cc1OC	4%	nt	-1%	nt	4%	nt	11%	nt
CCOC(=O)C1CCCN(C(=O)c2sc3nc(-c4ccc(F)cc4)cn3c2C)C1 (centres undefined)	2%	7%	-2%	-4%	-10%	-7%	9%	-9%
CC(C)(C)c1ccc(-c2nn(CCC#N)cc2/C=N/O)cc1	4%	-2%	-5%	13%	4%	-7%	-3%	nt
CCOC(=O)Cc1csc(NC(=O)c2sc3nc4cc(C)ccc4cc3c2N)n1	14%	3%	6%	2%	2.5µM*	1%	-18%	1%
CC(C)c1nn2c(=O)cc(COC(=O)c3ccc4c(c3)OCO4)nc2s1	1%	nt	-5%	nt	-6%	nt	-1%	nt
CCC(=O)Nc1ccc(C)cc1-c1nc2ccccc2n(CC(=O)c2ccc(C)cc2)c1=O	-5%	nt	-2%	nt	1%	nt	9%	nt
CC(CN1CCOCC1)OC(=O)C(C)(c1ccccc1)c1ccccc1 (centres undefined)	3%	6%	-1%	-1%	-3%	-11%	5%	23%
COc1ccc(N2CCN(C(=O)Cn3cnc4c3c(=O)n(C)c(=O)n4C)CC2)cc1	9%	-12%	-4%	-8%	-13%	-10%	-4%	-1%
CC1CN(C(=O)Nc2ccc(Br)cc2Cl)CC(C)O1 (centres undefined)	-5%	5%	-4%	-10%	2%	-1%	-5%	-5%[11.4 µM]
CCN(c1ccccc1)S(=O)(=O)c1ccc(C(=O)NCCCn2ccnc2)cc1	1%	12%	0%	-1%	11%	i	4%	-7%
CC(C)CCn1c(SCc2c(F)cccc2Cl)nc2ccsc2c1=O	-4%	nt	2%	nt	9%	nt	4%	nt
O=[N+]([O-])c1ccc(Sc2ccccc2)nc1	-3%	10%	-2%	2%	6%	-10%	-2%	-14%
CCOC(=O)c1c(NC(=O)C2c3ccccc3Oc3ccccc32)sc(C)c1CC	?	nt	-14%	nt	-8%	nt	-3%	nt
COc1ccc(N(CC(=O)Nc2ccc(C)c(C)c2)S(=O)(=O)c2ccc(C)cc2)cc1OC	-3%	nt	-7%	nt	13%	nt	12%	nt
Cc1ccc(C(=O)C(c2ccccc2)N2Cc3ccccc3C2=N)cc1 (centres undefined)	-8%	10%	-1%	6.3µM*	?	-9%	-12%	?
CC1C/C(=C/c2cccn2C)C(=O)/C(=C/c2cccn2C)C1 (centres undefined)	-15%	86%[activator]	6%	?	?	-27%	-19%	nt
Cc1onc(-c2ccccc2)c1C(=O)Nc1nnc(N2CCCCCC2)s1	-3%	10%	3%	?	?	-11%	-21%	-6%
COc1ccc(/C(C)=N/Nc2cccc(C(=O)O)c2)cc1OC	-1%	-8%	0%	?	?	i	-11%	-15%
CN1CCN(c2ccc(NC(=O)c3ccc4c(c3)OCCO4)cc2Cl)CC1	6%	12%	-4%	0%	-6%	i	-2%	-7%
CCn1cc(/C=C2/SC(=S)NC2=O)c(C)n1	4%	55%[activator]	-3%	17%	4%	0%	6%	-6%
Cc1nn(C)c(=O)n1-c1ccc(OCc2ccccc2)cc1	0%	-6%	0%	-5%	-13%	-1%	2%	?
Cc1c(NC(=O)CC2NC(=O)NC2=O)c(=O)n(-c2ccccc2)n1C (centres undefined)	2%	6%	1%	6%	1%	-6%	4%	0%

Full records, looked up by structure. Screens in order: Tau fibril FP, GoLoco inh red, TR SRC2 fluor cs, JMJD2E inh, Tau fibril ThT, RECQ1 helicase, TRb SRC2 PPI, L3MBTL1 block
Profile of `Cc1ccc(C(=O)C(c2ccccc2)N2Cc3ccccc3C2=N)cc1` (centres undefined) = -8%, 10%, -1%, 6.3µM*, ?, -9%, -12%, ?
Profile of `CN1CCN(c2ccc(NC(=O)c3ccc4c(c3)OCCO4)cc2Cl)CC1` = 6%, 12%, -4%, 0%, -6%, i, -2%, -7%
Profile of `CCn1cc(/C=C2/SC(=S)NC2=O)c(C)n1` = 4%, 55%[activator], -3%, 17%, 4%, 0%, 6%, -6%

15 structures out of the list, sorted by formula weight, descending.
SMILES	Tau fibril FP	GoLoco inh red	TR SRC2 fluor cs	JMJD2E inh	Tau fibril ThT	RECQ1 helicase	TRb SRC2 PPI	L3MBTL1 block
COc1ccc(N(CC(=O)Nc2ccc(C)c(C)c2)S(=O)(=O)c2ccc(C)cc2)cc1OC	-3%	nt	-7%	nt	13%	nt	12%	nt
CCOC(=O)c1c(NC(=O)C2c3ccccc3Oc3ccccc32)sc(C)c1CC	?	nt	-14%	nt	-8%	nt	-3%	nt
CCN(c1ccccc1)S(=O)(=O)c1ccc(C(=O)NCCCn2ccnc2)cc1	1%	12%	0%	-1%	11%	i	4%	-7%
COc1ccc(N2CCN(C(=O)Cn3cnc4c3c(=O)n(C)c(=O)n4C)CC2)cc1	9%	-12%	-4%	-8%	-13%	-10%	-4%	-1%
CC(C)CCn1c(SCc2c(F)cccc2Cl)nc2ccsc2c1=O	-4%	nt	2%	nt	9%	nt	4%	nt
CN1CCN(c2ccc(NC(=O)c3ccc4c(c3)OCCO4)cc2Cl)CC1	6%	12%	-4%	0%	-6%	i	-2%	-7%
Cc1onc(-c2ccccc2)c1C(=O)Nc1nnc(N2CCCCCC2)s1	-3%	10%	3%	?	?	-11%	-21%	-6%
CC(C)c1nn2c(=O)cc(COC(=O)c3ccc4c(c3)OCO4)nc2s1	1%	nt	-5%	nt	-6%	nt	-1%	nt
CC1CN(C(=O)Nc2ccc(Br)cc2Cl)CC(C)O1 (centres undefined)	-5%	5%	-4%	-10%	2%	-1%	-5%	-5%[11.4 µM]
Cc1c(NC(=O)CC2NC(=O)NC2=O)c(=O)n(-c2ccccc2)n1C (centres undefined)	2%	6%	1%	6%	1%	-6%	4%	0%
COc1ccc(/C(C)=N/Nc2cccc(C(=O)O)c2)cc1OC	-1%	-8%	0%	?	?	i	-11%	-15%
Cc1nn(C)c(=O)n1-c1ccc(OCc2ccccc2)cc1	0%	-6%	0%	-5%	-13%	-1%	2%	?
CC1C/C(=C/c2cccn2C)C(=O)/C(=C/c2cccn2C)C1 (centres undefined)	-15%	86%[activator]	6%	?	?	-27%	-19%	nt
CCn1cc(/C=C2/SC(=S)NC2=O)c(C)n1	4%	55%[activator]	-3%	17%	4%	0%	6%	-6%
O=[N+]([O-])c1ccc(Sc2ccccc2)nc1	-3%	10%	-2%	2%	6%	-10%	-2%	-14%

(list continues)
SMILES	Tau fibril FP	GoLoco inh red	TR SRC2 fluor cs	JMJD2E inh	Tau fibril ThT	RECQ1 helicase	TRb SRC2 PPI	L3MBTL1 block
Nc1ccc(Sc2ccccc2CC(=O)O)cc1	-6%	0%	-1%	3%	-11%	-12%	-15%	4%
CN(C)CCNC(=O)CCCN1C(=O)c2cccnc2Oc2ccc(Cl)cc21	-3%	nt	2%	nt	6%	nt	1%	nt
O=C(Nc1cccc(-c2nc3ccccc3[nH]2)c1)c1c(F)cccc1F	?	nt	-25%	nt	?	nt	5%	nt
CC(=O)N1CCc2cc(S(=O)(=O)NCCC(=O)NCCc3ccc(C)cc3)ccc21	-4%	8%	1%	-7%	2%	1%	-7%	nt
CN(C)/C=C/C(=O)c1ccncc1	4%	-3%	-2%	-8%	-14%	-13%	-6%	7%
CCNC(=S)N(Cc1cc2c(C)ccc(C)c2[nH]c1=O)C1CCCC1	5%	7%	-1%	-7%	-4%	11%	-5%	?
CC1CCC/C(=C\Nc2ccc(C(=O)O)c(O)c2)C1=O (centres undefined)	7%	-3%	-3%	?	-14%	-6%	-1%	-8%
O=C(CNS(=O)(=O)c1ccc2ccccc2c1)OCc1nnc(-c2ccccc2)o1	15%	-7%	-6%	-1%	-10%	-8%	-4%	nt

A portion of the library. The share of hits here may be higher or lower than overall.
